HT1080 IDH1KD tx: HT-1080 IDH1 knockdown cell toxicity (counter line); HT-1080 IDH1 knockdown viability, ATP luminescence, 48 h; Potency, µM (doses to about 46.1 µM), for the others: top-dose activity, negative = toxicity, usual class: cytotoxic; 360,000 compounds, 2% hits; AID 686971;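 note: 0% = DMSO wells and -100% = cell-free medium wells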
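Viability of IDH1-knockdown HT-1080 fibrosarcoma cells was assessed by CellTiter-Glo after 48 h at 37 °C with titrated compound; concentration-effect curves were classified by fit quality and response size.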
SW480 rerep: DNA re-replication induction in SW480 cells; 340,000 compounds, 1.8% hits; Potency, µM (doses to about 46.1 µM), for inactives: at the top dose re-replication activation, most hits filed as activators; AID 624297; SW480 DNA re-replication, Hoechst DNA content imaging, 48 h; note: % of control where 0% means no effect; nearly all actives have a fitted effect of over 55% in size
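Per well, 250 cells were exposed to pinned compound for 48 hr. Nuclear DNA was visualised with Hoechst (40 min, 37 C) and total object intensity recorded by fluorescence scanning.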
KB-3-1 tox: KB-3-1 parental cell cytotoxicity; KB-3-1 viability, CellTiter-Glo ATP luminescence, 72 h; Potency, µM (titrated, usually from 46.1 µM), for the others: at the highest dose activity change, negative = cytotoxic, usual class: cytotoxic; 400,000 compounds, 1.4% hits; note: % is set by controls: 0 for no effect and ±100 for the full control effect; nearly all actives have a fitted effect of over 60% in size
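KB-3-1 parental drug-naive adenocarcinoma cells in DMEM/10% FBS, incubated 72 h at 37 C with pin-transferred compounds across a concentration series. Viability by CellTiter-Glo luminescence; concentration-response curves fitted after normalization.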
TDP43 rescue: rescues yeast growth from TDP-43 toxicity. TDP-43 expressing yeast growth rescue, BacTiter-Glo, 24 h. Potency, µM (top dose mostly 46.1 µM), inactives show top-dose growth rescue (activation), actives largely listed as activators. 410,000 compounds, 1.8% hits. AID 652104; note: % of control where 0% means no effect; nearly all actives have a fitted effect of over 50% in size
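Cell-based yeast growth screen: TDP-43 expression induced in galactose, inoculum OD600=0.02 after raffinose pregrowth to mid-log. Read-out BacTiter-Glo luminescence at 24 hr, 30 deg C; inhibition of toxicity seen as signal increase.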
KB-V1 MDR tox: kills drug-selected multidrug resistant KB-V1 cells | KB-V1 MDR cells viability, CellTiter-Glo, 72 h | Potency, µM (doses to about 46.1 µM), inactives show at the top dose activity change, negative = cytotoxicity, most hits filed as cytotoxic | 400,000 compounds, 3.4% hits; note: % is set by controls: 0 for no effect and ±100 for the full control effect; nearly all actives have a fitted effect of over 60% in size
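qHTS viability screen in drug-selected KB-V1 MDR cells: 72 h compound treatment at 37 degrees C, ATP luminescence end point.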
HT1080-NT tox: kills 2HG-producing HT-1080-NT fibrosarcoma cells; HT-1080-NT fibrosarcoma viability, CellTiter-Glo ATP luminescence, 48 h; Potency, µM (doses to about 46.1 µM), for the others: top-dose activity, negative = less viability, hits mostly cytotoxic; 360,000 compounds, 1.6% hits; AID 686970;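 note: NT is the 2HG producing partner of a matched IDH1 knockdown line; 0% = DMSO-treated cells and -100% = media-only wells without cells; nearly all actives have a fitted effect of over 55% in size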
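Luminescent CellTiter-Glo readout after 48 hours of compound exposure at 37 degrees C defined viability of HT-1080-NT cells. Activity was normalized to DMSO wells and cell-free media wells; concentration-response curves were fitted and assigned curve classes.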
GLP1R cytotox: cytotoxicity in counter-screen for GLP-1R inverse agonists; HEK293 cAMP-luciferase reporter cells, luminescence, 24 h; Potency, µM (top dose mostly 38.3 µM), for inactives: top-dose activity change, negative = inhibition, hits mostly inhibitors; 410,000 compounds, 0.13% hits;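 note: loss of luciferase light is scored as toxicity; % is set by controls: 0 for no effect and ±100 for the full control effect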
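1536-well qHTS counterscreen of the MLSMR; 200 cells/uL, 12 h pre-incubation, 23 nL cpd, 24 h at 37 deg C 5% CO2, luciferase detection reagent, 12 min RT, luminescence. Inhibition = undesired.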
GLP1R inv ag: GLP-1 receptor (human) inverse agonism; HEK293 GLP-1R CRE-luciferase, luminescence, 24 h; GLP-1R form is constitutively active; Potency, µM (top dose mostly 38.3 µM), inactives show at the top dose activity change, negative = inhibition, hits mostly inhibitors; 410,000 compounds, 1.6% hits; AID 624417; note: % is set by controls: 0 for no effect and ±100 for the full control effect; nearly all actives have a fitted effect of over 55% in size
Target sequence (P43220 whole entry, looked up): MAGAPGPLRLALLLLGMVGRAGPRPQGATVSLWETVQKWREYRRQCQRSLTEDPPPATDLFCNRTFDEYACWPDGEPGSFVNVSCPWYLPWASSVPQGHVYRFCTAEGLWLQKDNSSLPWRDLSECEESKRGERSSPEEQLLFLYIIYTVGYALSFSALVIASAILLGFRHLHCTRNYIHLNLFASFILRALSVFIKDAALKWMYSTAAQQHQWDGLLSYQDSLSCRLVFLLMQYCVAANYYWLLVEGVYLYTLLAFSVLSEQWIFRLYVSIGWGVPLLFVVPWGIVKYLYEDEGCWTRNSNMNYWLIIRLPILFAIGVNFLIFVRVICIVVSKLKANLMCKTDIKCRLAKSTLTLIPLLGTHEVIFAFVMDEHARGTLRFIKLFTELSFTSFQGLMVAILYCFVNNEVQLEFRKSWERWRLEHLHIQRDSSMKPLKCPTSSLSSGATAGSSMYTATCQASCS
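GLP-1R inverse agonism mode: basal reporter luminescence in engineered HEK293 cells measured after one day of compound exposure at 37 deg C, with a 12 min room-temperature detection step.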
GLP1R ag: GLP-1 receptor (human) agonism; P43220; HEK293 GLP-1R CRE-luciferase, luminescence, 4-6 h; cells express a hypersensitive GLP-1R form; Potency, µM (highest dose often 45.6 µM), without a hit: at the highest dose activation, usual class: activators; 380,000 compounds, 0.007% hits; note: % of control where 0% means no effect
Numbers without * were called inactive; ? = inconclusive; . = not tested or not shown; & = joins results of further samples; [ ] = remark or other dose. Calls come from the whole dose curve; as a rule, active = well fitted curve in the direction sought with a large enough effect; inconclusive = small, poorly fitted or top-dose-only effect, or another doubt; inactive = no such curve, though single readings can be large; an effect the other way counts as inactive or inconclusive. Potency is the fitted concentration of half-maximal effect.

Preview (4 entries):
SMILES	HT1080 IDH1KD tx	SW480 rerep	KB-3-1 tox	TDP43 rescue	KB-V1 MDR tox	HT1080-NT tox	GLP1R cytotox	GLP1R inv ag	GLP1R ag
Cc1ccc(/C=C2/Sc3ccccc3N(CC(=O)NCC3CCCO3)C2=O)cc1 (stereo not drawn)	6.1%	-6.7%	?	4.1%	0.0%	?	4.9%	?	8.8%
O=C(CSc1ccc2ccccc2n1)Nc1nsc(-c2ccc(Cl)cc2)n1	16.4%	1.6%	-15.3%&-1.5%	3.3%&-3.4%	?	12.9%	-9.5%&-6.4%	12.3%&19.2%	0.0%
NC(=O)C1(N2CCCCC2)CCN(C(=O)c2ccccc2)CC1	2.5%	-21.8%	-13.7%	-2.2%	7.3%	0.0%	2.9%	14.1%	-4.3%
Cc1cccc(Nc2cc(C)nc3nc(Cc4ccc(Cl)cc4)nn23)c1	.	.	-16.0%	?	0.2%	.	-9.2%	?	.

All compounds of this part, repeating the preview:
SMILES	HT1080 IDH1KD tx	SW480 rerep	KB-3-1 tox	TDP43 rescue	KB-V1 MDR tox	HT1080-NT tox	GLP1R cytotox	GLP1R inv ag	GLP1R ag
Cc1ccc(/C=C2/Sc3ccccc3N(CC(=O)NCC3CCCO3)C2=O)cc1 (stereo not drawn)	6.1%	-6.7%	?	4.1%	0.0%	?	4.9%	?	8.8%
O=C(CSc1ccc2ccccc2n1)Nc1nsc(-c2ccc(Cl)cc2)n1	16.4%	1.6%	-15.3%&-1.5%	3.3%&-3.4%	?	12.9%	-9.5%&-6.4%	12.3%&19.2%	0.0%
NC(=O)C1(N2CCCCC2)CCN(C(=O)c2ccccc2)CC1	2.5%	-21.8%	-13.7%	-2.2%	7.3%	0.0%	2.9%	14.1%	-4.3%
Cc1cccc(Nc2cc(C)nc3nc(Cc4ccc(Cl)cc4)nn23)c1	.	.	-16.0%	?	0.2%	.	-9.2%	?	.
Cc1ccc(C(=O)CSc2cnc3ccccc3n2)cc1C	-19.0%	-0.1%	?	-1.2%	?	-27.5%	-1.3%	?	4.1%
COc1cc(C(=O)NC(=S)Nc2nccs2)cc(OC)c1OC	5.2%	0.9%	17.0%	-3.0%	4.5%	5.2%	?	56.8%[activator]	12.6%
O=C(COc1ccccc1Cl)NNC(=O)Cn1[nH]c(=O)c2ccccc2c1=O	4.3%	-6.1%	0.8%	19.4%	0.0%	3.5%	0.1%	-7.0%	0.3%
Nc1ccc(NC(=O)c2ccc(C(=O)Nc3ccc(N)cc3)cc2)cc1	-9.9%	-2.3%	-2.7%	-15.2%	3.0%	-0.7%	-8.4%	3.7%	4.9%
CCc1ccc(OC)c(S(=O)(=O)NCCOc2ccccc2)c1	-30.8%	3.4%	3.9%	14.3%	0.8%	-14.5%	-2.7%	-28.3%	-1.3%
CCc1ccc(NSc2ccccc2[N+](=O)[O-])cc1	?	1.8%	?	?	?	?	?	?	9.3%
O=C(c1ccccc1)c1ccccn1	8.1%	-5.5%	1.1%	-1.1%[0.397 µM]	3.7%	1.6%	-11.9%	31.4%	3.1%
C=CCN1C(=O)c2ccc(C(=O)OCC(=O)Nc3ccccc3OC)cc2C1=O	11.6%	-8.0%	?	19.2%	?	14.1%	2.5%	-4.6%	3.9%
COc1ccc(CC(=O)NNC2=Nc3cccc4cccc2c34)cc1	-2.7%	16.4µM*	0.3%	5.4%	-15.0%	1.1%	-3.3%	-19.7%	8.5%
COc1ccc(OC)c(NC(=O)C(=O)NNC(=O)c2cccs2)c1	8.7%	-5.7%	1.9%	2.0%	1.0%	-1.1%	-6.4%	0.0%	-10.5%
NC(=O)COC(=O)CCCc1c[nH]c2ccccc12	1.1%	-5.4%	-1.2%	-7.2%	?	0.9%	1.3%	-14.7%	-4.4%
Cc1cc(O)ccc1-c1cc(C(=O)NCc2ccc(F)cc2)[nH]n1	?	.	0.0%	17.9%	-1.1%	?	1.4%	-3.0%	10.0%
CC(C)C[C@H](NC(=O)Nc1cccc(C(F)(F)F)c1)C(=O)O	7.1%	0.1%	-3.3%	-5.7%	2.2%	10.0%	0.2%	5.5%	-8.6%
COC(=O)c1ccccc1NC(=S)NC(NC(=O)c1ccco1)C(Cl)(Cl)Cl (stereo not drawn)	-5.4%	-1.4%	0.7%	-8.0%	11.4%	?	12.8%	0.0%	9.7%
CC(=O)c1cccc(NC(=O)N2C3CCC2CC(O)(c2cccnc2)C3)c1 (stereo not drawn)	-1.2%	18.8%	-6.3%	-14.5%	7.5%	2.6%	11.3%	16.6%	-10.3%
Cc1onc(-c2ccccc2)c1C(=O)Nc1ccc(S(=O)(=O)N2CCCCC2)cc1	-14.9%	24.6%	?	15.5%	?	-1.9%	11.3%	?	0.0%
O=C(Nc1nccs1)c1ccc(Br)cc1	6.6%	14.6µM*	-0.5%	?	-2.3%	1.7%	2.2%	18.7%	-5.3%
O=[N+]([O-])c1ccc(-c2cn3c(n2)CCC3)cc1	-0.7%	-9.5%	0.0%	0.7%	-15.4%	-6.2%	-6.6%	12.9%	2.5%
Cc1cccc(C(=O)Nc2nc3nc(-c4ccccc4)cc(=O)n3[nH]2)c1	.	.	-9.6%	8.3%	4.4%	.	-3.9%	11.6%	.
CC(C)(C)NS(=O)(=O)c1ccc(CCC(=O)NCc2ccco2)cc1	16.3%	-18.6%	6.6%	3.2%	0.7%	-0.3%	9.0%	7.7%	-0.5%
CCCCC(=O)NCCc1ccc(OC)cc1	11.4%	0.7%	-6.2%	-4.1%	17.1%	7.0%	3.5%	-8.3%	-6.0%
SMILES	HT1080 IDH1KD tx	SW480 rerep	KB-3-1 tox	TDP43 rescue	KB-V1 MDR tox	HT1080-NT tox	GLP1R cytotox	GLP1R inv ag	GLP1R ag
O=C(CSc1nc2cccc(F)c2c(=O)n1-c1ccccc1)Nc1ccc2c(c1)CCC2	18.2%	.	0.0%	1.1%	9.9%	11.2%	-6.6%	?	-0.2%
O=C(O)c1ccc(Nc2nc(-c3cccnc3)cs2)cc1O	0.2%	-2.0%	2.1%	19.2%	7.0%	18.4%	5.8%	15.6%	4.2%
Cn1ccnc1SCC(=O)Nc1ccc2c(c1)COC2=O	-1.0%	-8.8%	4.9%	-4.1%	15.7%	7.0%	11.0%	13.7%	2.2%
O=C(Oc1cccc(Nc2ncnc3ccccc23)c1)c1ccccc1Cl	-14.7%	-0.4%	4.7%	?	-11.4%	-17.1%	?	?	-11.6%
CCS(=O)(=O)N1CCN(c2ccc(S(=O)(=O)N3CCOCC3)cc2)CC1	-10.0%	-8.9%	?	-13.8%	17.4%	12.2%	15.3%	6.2%	1.8%
Cc1ccc(-c2nc(Cn3c(=O)cc(-c4ccccc4)c4c(C)nn(C)c43)c(C)o2)cc1	.	.	8.7%	11.8%	12.0%	.	14.2%	5.4%	.
O=C(CN1CCN(Cc2ccccc2)CC1)Nc1ccc(Cl)cc1	-23.8%	18.6%	-13.2%	5.9%	-1.2%	1.5%	10.1%	?	0.0%
CC1CCN(CC(=O)c2cccs2)CC1	8.7%	-11.7%	2.9%	-2.8%	-29.0%	12.7%	3.2%	9.7%	16.9%
COc1ccc(S(=O)(=O)NNC(=O)c2cc3cc4ccccc4nc3s2)cc1	-1.7%	0.1%	16.2%	-3.0%	-7.7%	-8.0%	4.9%	2.0%	4.0%
COc1cc2cc(CCOC(=O)c3ccc(C#N)cc3)oc(=O)c2cc1OC	5.7%	13.6%[9.22 µM]	9.3%	15.4%	8.6%	3.8%	0.1%	19.3%	6.7%
CSc1ccccc1OCc1cc(C(=O)NC(C)Cn2cncn2)no1 (stereo not drawn)	12.4%	2.4%	-2.6%	13.6%	?	11.4%	0.6%	7.1%	1.6%
Cc1ccc(S(=O)(=O)NCC(=O)OCC(=O)N2CC(C)OC(C)C2)cc1 (stereo not drawn)	-0.1%	-38.8%[inhibitor]	2.0%	9.4%	?	0.3%	-11.1%	5.2%	2.6%
Cn1cc(/C=N/NC(=O)c2ccc(C#N)cc2F)c2ccccc21	-3.0%	6.8%	2.0%	6.9%	1.4%	-16.5%	-23.4%	?	11.7%
O=C1COc2cc(S(=O)(=O)CCC(=O)N3CCN(c4cccc(Cl)c4)CC3)c(Cl)cc2N1	.	.	?	4.2%	?	.	0.5%	-20.4%	4.2%
O=C(Nc1cccc2ncccc12)c1ccc([N+](=O)[O-])o1	14.6µM*	1.46µM*	-6.9%	-10.8%	?	16.4µM*	-15.0%	49.2%[activator]	1.0%
COc1ccc(OC)c(NC(=O)Cn2cc(C#N)c3ccccc32)c1	0.3%	23.9%	-6.7%	-18.2%	?	5.0%	-7.8%	-5.9%	-1.4%
O=C(Nc1ccc(Cl)cc1)c1cc2nc(-c3ccc4c(c3)OCO4)cc(C(F)(F)F)n2n1	.	.	-11.7%	26.7%	4.5%	.	-2.1%	-12.3%	.
Cc1ccc(O)c(C(CC(=O)NC(C)C)c2ccccc2)c1 (stereo not drawn)	-1.3%	58.2%	?	13.0%	-1.8%	-1.4%	2.4%	-7.4%	0.7%
Cc1cc(N2CCN(Cc3nc(-c4ccc(F)cc4)oc3C)CC2)cc(C)n1	-16.5%	?	-20.2%	1.8%	-14.1%	-15.8%	-25.5%	4.47µM*	8.6%
CCNC(=S)NNC(=O)Cc1ccccc1	2.6%	2.0%	8.7%	7.7%	?	-2.1%	12.8%	15.3%	0.2%
Cc1ccccc1CC1(CO)CCCN(C(=O)c2ccccc2N(C)C)C1 (stereo not drawn)	-9.5%	-14.8%	5.2%	?	?	-5.7%	-12.2%	?	6.7%
COC(=O)C1CCN(C(=O)N2CCOCC2)CC1	0.8%[9.24 µM]	-5.5%	1.3%	-9.6%	5.5%	5.6%	6.5%	-0.1%	10.0%
C=CCn1sc(=N)c(C#N)c1N	1.6%[9.24 µM]	0.4%	2.9%	-22.1%	-1.0%	?	2.5%	4.7%	-2.6%
CC(C)c1nc(SCc2c(F)cccc2Cl)c2c(=O)n(C)c(=O)n(C)c2n1	3.0%	-14.6%	-4.9%	9.7%	0.0%	15.2%	-18.0%	-3.9%	4.0%
CCOc1ccc(C(=O)Nc2ccc(CN3CCOCC3)cc2)cc1Cl	-23.3%	3.3%	-0.8%	13.8%	-18.0%	-29.0%	-21.5%	?	8.6%

Screening results from PubChem.
